MCL1 BIM primary: inhibitors of MCL1 binding to BIM-BH3, primary screen, biochemical, fluorescence polarization; Induced myeloid leukemia cell differentiation protein Mcl-1 (Homo sapiens), Q07820; GST-MCL1 / FITC-Bim-BH3 fluorescence polarization; inhibition, % at 10.9 µM; 320,000 tested, 0.68% active; AID 2057, 2009;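 active means inhibition above the mean inhibition of all tested compounds plus 3 SD, set per campaign, cut at about 40% in these data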;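 further: 0% = DMSO wells and 100% = unlabeled Bim-BH3 peptide control; higher means more loss of mP so more displacement of Bim peptide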
Bcl-xL primary: inhibitors of human Bcl-xL, primary screen, biochemical, fluorescence polarization, HTS; Bcl-2-like protein 1 (Homo sapiens), Q07817; GST-Bcl-xL / FITC-Bim BH3 peptide fluorescence polarization; inhibition, % at 10.9 µM; 320,000 tested, 0.7% active; AID 2129, 2009;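 active means inhibition above the mean of all tested compounds plus 3 SD, cutoff set per campaign, cut at about 30% in these data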;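 further: 0% = DMSO wells and 100% = unlabeled Bim-BH3 peptide competitor; inhibitors lower millipolarization by displacing the labeled peptide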
ZTA counter: counter-screen for EBNA-1 inhibitors: inhibitors of Epstein-Barr virus ZTA. P03206. ZTA-DNA binding, fluorescence polarization. inhibition, % at 11 µM. 320,000 tested, 0.15% active. AID 2234; in the data active means inhibition above about 33%
Target sequence (P03206 whole entry, looked up): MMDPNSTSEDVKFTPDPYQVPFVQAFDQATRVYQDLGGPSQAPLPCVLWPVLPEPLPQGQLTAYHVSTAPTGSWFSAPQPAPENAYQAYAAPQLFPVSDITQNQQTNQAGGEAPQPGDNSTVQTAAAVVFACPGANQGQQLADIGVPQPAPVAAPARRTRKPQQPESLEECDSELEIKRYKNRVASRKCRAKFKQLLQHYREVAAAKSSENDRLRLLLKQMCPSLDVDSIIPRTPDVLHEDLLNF
GLD-1 RNA inh: GLD-1/TGE RNA complex disruptors, primary screen, biochemical, fluorescence polarization | Female germline-specific tumor suppressor gld-1 (Caenorhabditis elegans), Q17339 | purified GLD-1 + fluorescein TGE RNA | inhibition, % at 5.96 µM | 320,000 tested, 0.44% active;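 active means percent inhibition above a per-plate cutoff, the plate mean of test compounds plus 3 SD, cut at about 30% in these data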;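 further: 0% = DMSO wells with GLD-1 and probe and 100% = wells lacking GLD-1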
Efflux pump mplx: inhibitors of Candida efflux pumps in yeast, primary screen, S. cerevisiae, Nile Red, multiplex | S. cerevisiae Candida pump triplex | inhibition, % at 10 µM | 330,000 tested, 0.44% active;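 active means plate passing quality check with inhibition over a set limit, or well fluorescence over plate mean plus 4 SD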;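 further: Nile Red retained in pooled yeast measured as flow cytometry median fluorescence; 0% = buffer negative control and 100% = Enniatin B positive control; higher means more Nile Red kept so more efflux inhibition; some compounds called inactive have numbers as strong as hits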
Fam108B counter: mouse Fam108B serine hydrolase inhibitors, primary screen, counter-screen for RBBP9 inhibitor project, biochemical, fluorescence polarization; inhibition, % at 9.51 µM; recombinant Fam108B, FP-Rh probe fluorescence polarization; 300,000 tested, 0.33% active;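 active means inhibition above the screen mean inhibition plus 3 SD, computed separately per campaign, cut at about 18% in these data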;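 further: inhibitors lower polarization as less probe binds the enzyme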
CR mimetic SO: reduction of superoxide in aged yeast, primary screen, HTS. S. cerevisiae aged cells, superoxide DHE fluorescence; stronger effect = lower value. superoxide response (% of plate mean), % at 10 µM. 330,000 tested, 0.18% active. AID 2690, 2010;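 active means superoxide response under a set limit, about three screen SD below normal, cut at about 65% in these data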;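 further: yeast aged for seven days with compound at 30 °C before DHE staining; 100% = average MFI of all compound-treated wells on the plate with controls excluded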
MEX-5 binding: MEX-5 zinc finger RNA-binding disruptors – biochemical, C. elegans, fluorescence polarization, MLPCN library, primary screen; Zinc finger protein mex-5 (Caenorhabditis elegans), Q9XUB2; MEX-5/FITC-TCR2 RNA binding; stronger effect = lower value; activity score (negative = inhibition of binding), % at 10 µM; 300,000 tested, 0.38% active; AID 1832, 2009;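 active means inhibition past about -25% in most replicates, and total fluorescence under double the plate's negative control median, limit read from the data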;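 further: 0% = DMSO and -100% = 5 µM competing unlabeled TCR2 RNA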
Target sequence (Q9XUB2 whole entry, looked up): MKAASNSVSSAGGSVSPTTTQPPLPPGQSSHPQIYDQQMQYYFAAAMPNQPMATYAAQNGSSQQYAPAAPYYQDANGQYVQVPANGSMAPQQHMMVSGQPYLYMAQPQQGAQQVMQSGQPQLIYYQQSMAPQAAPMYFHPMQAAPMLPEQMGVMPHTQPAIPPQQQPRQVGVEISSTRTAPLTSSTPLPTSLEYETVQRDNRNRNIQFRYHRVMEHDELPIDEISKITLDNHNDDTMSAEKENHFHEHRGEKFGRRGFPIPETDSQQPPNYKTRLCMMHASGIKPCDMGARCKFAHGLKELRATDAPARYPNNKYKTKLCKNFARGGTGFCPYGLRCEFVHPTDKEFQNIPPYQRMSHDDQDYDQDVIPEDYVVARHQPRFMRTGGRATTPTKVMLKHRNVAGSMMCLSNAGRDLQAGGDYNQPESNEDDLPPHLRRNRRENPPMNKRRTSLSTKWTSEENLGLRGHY
EBNA-1 inhibitor: EBNA-1 DNA-binding inhibitors, primary screen, biochemical, fluorescence polarization. 300,000 tested, 0.34% active. inhibition, % at 14.8 µM; in the data active means inhibition above about 28%
Numbers without * were called inactive; · = no result given.

structure	MCL1 BIM primary	Bcl-xL primary	ZTA counter	GLD-1 RNA inh	Efflux pump mplx	Fam108B counter	CR mimetic SO	MEX-5 binding	EBNA-1 inhibitor
COc1ccc(C(=O)Nc2ccc(S(=O)(=O)NCc3ccco3)cc2)cc1OC	15	15	0	5	0.1	-2	96	1.7	16
CCC(=O)c1ccc(OCC(=O)Nc2nc(-c3cccnc3)cs2)cc1	-4	-3	15	-5	0.3	-5	107	1.2	-10
CCC(Sc1nc(C)cc(=O)[nH]1)C(=O)Nc1sc2c(c1C#N)CCCC2 (configuration not stated)	4	7	16	6	0.1	1	97	1.1	10
CCN(C(=O)c1ccc(S(=O)(=O)N2CCCCC2)cc1)C1CCS(=O)(=O)C1 (configuration not stated)	5	9	9	4	-0.1	-3	95	2.2	-3
O=C(CSc1nnc(Cc2ccccc2)n1-c1ccc(Cl)cc1)N1CCOCC1	-4	-4	-9	3	0.2	-5	96	-2.7	-13
COc1ccc(C(=O)Nc2ccc(C(=O)N3CCC(C)CC3)cc2)cc1OC	6	6	0	7	0.0	-2	107	-1.1	7
O=C(OC(C(=O)NC1CCCCC1)c1ccccn1)c1cccs1 (configuration not stated)	4	2	2	-5	0.2	2	102	-3.8	-6
COC(=O)c1cc(S(=O)(=O)Nc2cccc(C)c2C)cn1C	6	3	-6	4	-0.1	-2	96	4.1	4
CCOC(=O)c1c(NC(=S)Nc2cc([N+](=O)[O-])ccc2OC)sc2c1CCCCC2	15	10	4	5	-0.2	-4	101	0.4	4
CC(C)c1ccccc1-n1c(SCC(=O)c2ccc3c(c2)NC(=O)CO3)nc2ccccc2c1=O	-8	-5	13	2	0.1	-40	98	1.9	2
Cc1cccc(CSC2=NCCN2C(=O)C2CC2)c1	1	5	14	-2	0.3	5	89	-0.3	0
COc1ccccc1N=Cc1c(C)c(C#N)c2[nH]c3ccccc3n2c1=O	-14	-1	8	-18	0.0	4	106	-3.9	3
CCOC(=O)c1ccc(NC(=O)CCOc2ccc(C)cc2)cc1	-10	0	4	1	-0.1	0	95	-2.5	0
Cc1ccc(S(=O)(=O)NCCC(=O)OCC(=O)N2CCCC2=O)cc1	-14	-4	-9	0	0.1	1	102	2.0	4
CC(=O)c1ccc(OCCCC(=O)N2CCN(S(=O)(=O)c3cc(C)ccc3C)CC2)cc1	2	4	-12	8	0.1	1	112	1.6	1
COc1ccc(-c2cc(C(F)F)n3ncc(C(=O)Nc4ccc(C(=O)N5CCOCC5)cc4)c3n2)cc1	-10	2	-7	-4	0.2	-2	102	0.4	-4
CC1CN(C(=O)c2cc3cc([N+](=O)[O-])ccc3oc2=O)CC(C)O1 (configuration not stated)	3	3	-8	0	0.1	-1	101	2.2	-5
CCCCCCCCCC(=O)Nc1cccnc1	11	2	1	10	0.2	3	97	1.0	-3
O=C(NCC1CCCO1)c1cc2ccccc2nc1Cl (configuration not stated)	-3	2	-7	-6	0.0	-3	114	0.7	-4
Cc1ccc(S(=O)(=O)c2ccc(-n3nc(C)cc3N)cc2)cc1	-6	6	-2	-2	0.1	-1	103	-2.1	-5
COc1ccc(OC)c(CNC(=O)C2CCN(S(=O)(=O)N3CCCC3)CC2)c1	-4	0	16	5	0.0	-3	86	-1.2	15
COC(=O)c1ccc(NS(=O)(=O)c2ccc3[nH]c(=O)oc3c2)cc1	-9	-5	2	-1	0.0	4	120	-0.8	1
N/C(=N\OC(=O)c1cccc(F)c1)c1ccccn1	-2	0	-5	-4	0.2	1	113	0.8	-19
COc1ccc(NC(=O)n2ncc3c(C)cccc32)cc1OC	-2	10	-20	0	-3.9	7	90	0.5	0
O=C(COc1ccc(Cl)cc1Cl)Nc1nnc(C2=COCCO2)o1	7	0	-3	1	-0.2	-6	102	2.0	-9
COC(=O)c1cc(C(=O)OCC(=O)NC2CCCC2)cc([N+](=O)[O-])c1	5	5	5	-6	0.0	4	106	0.7	1
O=C(N=C1SC2CS(=O)(=O)CC2N1c1ccc(Cl)c(Cl)c1)C1CCCO1 (configuration not stated)	10	1	5	8	-0.1	3	106	-2.4	4
CCc1cccc(NS(=O)(=O)c2ccc3c(c2)NC(=O)CC(=O)N3)c1	5	6	-2	2	0.2	0	238	0.0	-4
CSc1nc(C)cc(SCCO)n1	-1	0	-3	-3	-0.1	-1	110	3.2	-1
N=C1C(c2nc3ccccc3[nH]2)=C(O)CN1c1ccc(F)cc1	15	6	-3	-1	0.0	2	118	-4.0	-2
COCCCNC(=S)NNC(=O)c1csc(C)n1	7	0	-3	-6	0.0	5	106	-18	-14
O=C(NCCN1CCOCC1)C(Sc1ccccc1)c1ccccc1 (configuration not stated)	5	7	6	3	-0.1	1	90	-1.3	3
Cc1ccc(-c2noc(-c3ccccc3F)n2)cc1	3	-3	4	-2	-0.3	0	94	0.8	-1
COc1ccc(NC(=O)c2cc(S(=O)(=O)N3CCCCC3)c[nH]2)c(OC)c1	6	1	-7	0	-0.1	3	101	-2.4	-2
COc1ccc(NC(=O)CN(C)CC(=O)NCc2ccc(C)cc2)cc1	3	3	-3	0	-0.2	·	92	·	·
CCN1/C(=C/C=C/C=C/c2sc3ccccc3[n+]2CC)Sc2ccccc21	140*	128*	·	-32	0.8*	-212	93	6.4	·
COc1cc(OC)cc(C(=O)NCC(=O)OC2CCCCC2=O)c1 (configuration not stated)	-6	0	-10	-6	0.1	·	98	·	·
CC(=O)Nc1ccc(NC(=O)CSC2=NS(=O)(=O)c3ccccc3N2)cc1	0	1	-13	-1	-0.1	0	87	0.2	9
O=C(CCCn1c(=O)c2ccccc2n(Cc2cccc(F)c2)c1=O)NC1CCN(Cc2ccccc2)CC1	6	3	15	2	0.1	0	87	4.2	2
COc1ccccc1C(=O)NCCC(=O)N(C)Cc1ccc(C)o1	5	1	-1	-3	3.1	0	92	1.1	8
COc1ccc(OC)c(COC(=O)c2cc([N+](=O)[O-])ccc2N2CCOCC2)c1	1	4	5	-2	-0.1	·	103	·	·
O=c1cc(-c2ccc(O)cc2)oc2ccc3ccccc3c12	1	11	6	6	-0.1	·	104	·	·
COc1cc(S(=O)(=O)N2CCCN(C)CC2)ccc1NC(C)=O	-1	3	17	2	0.0	2	101	1.1	-4
Cc1ccc(C(=O)Nc2ccc3c(c2)ncn3C)cc1	10	11	-7	-3	0.0	-1	94	1.3	-5
O=C(Cc1ccccc1Cl)Nc1cccc(S(=O)(=O)N2CCCCCC2)c1	0	-4	-9	7	-0.1	·	106	·	·
Cc1cc(-c2ccccc2)c(C#N)c(=S)[nH]1	-1	5	6	3	0.6	0	114	0.1	0
COc1cc(NC(=O)c2ccc(-c3csc(C)n3)cc2)c(OC)cc1Cl	-2	1	-8	3	-0.1	-1	89	0.4	6
CC(=O)c1cccc(NC(=O)NCCS(C)=O)c1 (configuration not stated)	2	2	8	-1	0.2	6	87	0.5	8
CNC(=S)Nc1sc2c(c1C(=O)OC)CCC2	-5	4	2	-4	0.0	-3	107	1.2	-3
COc1ccc(C(=O)NC(=S)Nc2nc(-c3ccc(OC)c(Br)c3)cs2)cc1Br	6	2	-5	5	0.1	-6	74	-0.8	2

Additional entries.
structure	MCL1 BIM primary	Bcl-xL primary	ZTA counter	GLD-1 RNA inh	Efflux pump mplx	Fam108B counter	CR mimetic SO	MEX-5 binding	EBNA-1 inhibitor
CCNc1nc(SC(C)C(=O)Nc2ccccc2)nc(N(C)C)n1 (configuration not stated)	2	-6	0	0	0.2	-9	90	2.5	-11
O=C(NC1(C(F)(F)F)NC(=O)N(Cc2cccnc2)C1=O)c1cccs1 (configuration not stated)	5	3	-3	9	0.0	5	98	-1.0	0
CC(=O)Nc1ccc(OCC(O)CN2CCN(Cc3ccccc3)CC2)cc1 (configuration not stated)	6	5	13	-1	0.1	-1	95	1.9	5
O=C(NC(=S)N1CCCCC1CO)C12CC3CC(CC(C3)C1)C2 (configuration not stated)	6	6	12	-1	-0.1	-1	97	-1.9	8
CCN(C(=O)COC(=O)c1ccc(N2C(=O)c3ccccc3C2=O)cc1)C1CCS(=O)(=O)C1 (configuration not stated)	-4	1	-2	8	0.0	7	107	0.3	-1
CCOc1ccc(S(=O)(=O)NCCC(=O)Nc2ccncc2)cc1	5	-1	22	6	0.1	0	91	-1.2	1
Cc1ccc(-c2cc(C(=O)N3CCCC3)no2)cc1	0	0	-15	1	0.0	-1	84	0.6	5
Cc1ccc(S(=O)(=O)N[C@H](C(=O)OCn2nnc3ccccc3c2=O)C(C)C)cc1	-4	-2	-4	-8	0.1	3	101	-0.2	7
Cc1c(CNCCc2ccc(Cl)cc2)c(C(=O)O)c(C)n1Cc1ccccc1	-6	-2	-8	3	0.0	-3	92	3.2	1
COC(=O)c1sccc1NC(=O)c1ccncc1	-3	-1	3	0	-0.1	-2	105	1.3	-4

Printed as active in Bcl-xL primary (from the list above):
structure	MCL1 BIM primary	Bcl-xL primary	GLD-1 RNA inh	Efflux pump mplx	MEX-5 binding	EBNA-1 inhibitor
CCN1/C(=C/C=C/C=C/c2sc3ccccc3[n+]2CC)Sc2ccccc21	140*	128*	-32	0.8*	6.4	·

Screens: PubChem, several laboratories
